Source: PubChem BioAssay
UGM FP inh: inhibitors of M. tuberculosis UDP-galactopyranose mutase; purified UGM, fluorescence polarization probe displacement; inhibition, % at 10 µM; 0.06% of 320,000 active; AID 504406; in the data active means inhibition above about 10%, passing the limit was not always enough
Target sequence (P9WIQ1 whole entry, looked up): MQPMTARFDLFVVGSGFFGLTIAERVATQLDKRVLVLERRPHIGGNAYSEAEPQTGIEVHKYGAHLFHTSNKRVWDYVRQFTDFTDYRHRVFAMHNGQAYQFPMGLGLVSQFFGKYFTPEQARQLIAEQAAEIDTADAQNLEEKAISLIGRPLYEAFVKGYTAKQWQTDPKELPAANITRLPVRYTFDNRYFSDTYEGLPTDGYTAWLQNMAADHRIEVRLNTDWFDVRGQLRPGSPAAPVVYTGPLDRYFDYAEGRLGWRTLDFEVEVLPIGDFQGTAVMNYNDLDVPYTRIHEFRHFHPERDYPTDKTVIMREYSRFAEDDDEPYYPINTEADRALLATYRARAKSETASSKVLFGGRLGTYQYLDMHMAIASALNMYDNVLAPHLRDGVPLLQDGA
FadD28 FP inh: inhibitors of Mycobacterium tuberculosis FadD28 bisubstrate binding; FadD28 bisubstrate probe binding, fluorescence polarization; inhibition, % at 12.5 µM; 0.22% of 360,000 active; AID 588549; in the data active means inhibition above about 8.5%, passing the limit was not always enough
FBA Mtb inh: inhibitors of M. tuberculosis fructose-bisphosphate aldolase. purified M. tuberculosis FBA, fluorescence read-out. inhibition, % at 1 µM. 2.3% of 360,000 active; in the data active means inhibition above about 27%;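 further: 0% = vehicle and 100% = reference inhibitor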
Target sequence (P9WQA3 whole entry, looked up): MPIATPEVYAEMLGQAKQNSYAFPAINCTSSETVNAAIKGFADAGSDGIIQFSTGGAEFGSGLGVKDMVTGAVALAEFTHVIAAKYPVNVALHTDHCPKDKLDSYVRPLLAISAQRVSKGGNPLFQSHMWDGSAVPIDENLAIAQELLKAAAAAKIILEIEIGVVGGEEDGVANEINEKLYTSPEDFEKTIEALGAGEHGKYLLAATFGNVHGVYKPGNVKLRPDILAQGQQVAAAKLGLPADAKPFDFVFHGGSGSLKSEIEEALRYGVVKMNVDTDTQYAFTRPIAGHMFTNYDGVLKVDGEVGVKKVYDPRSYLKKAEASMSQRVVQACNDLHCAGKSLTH
GDH-TPI inh: counter-screen for M. tuberculosis FBA inhibitors: GDH-TPI coupled enzymes; GDH-TPI coupled enzyme counterscreen, NADH absorbance; inhibition, % at 4.8 µM; 1.2% of 360,000 active; AID 588335; in the data active means inhibition above about 30%;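 further: 0% = DMSO wells and 100% = wells lacking the enzyme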
TcdB GH inh: blocks C. difficile toxin B glycohydrolase activity. P18177. TcdB glycohydrolase enzymatic assay, plate reader. inhibition, % at 9.99 µM. 0.24% of 350,000 active. AID 652162; in the data active means inhibition above about 10%
Yp Topo-I inh: Y. pestis Topo-I inhibition via cleavage products; 0.064% of 360,000 active; Y. pestis Topo-I cleavage product accumulation, plate reader; activity, % at 10 µM; AID 504884; in the data active means activity above about 50%, passing the limit was not always enough; further: inactives centre near 2
Vc quorum ag: quorum light induction in luxS cqsA deficient V. cholerae | V. cholerae BH1578 lux reporter, luminescence, 6 h | activation, % at 18.7 µM | 0.16% of 350,000 active; in the data active means activation mostly above about 9.7%, no sharp cut-off; further: not every result past the cut was called active; inactives centre near 0; reference of the scale not given here
PfHsp40 yeast: rescue of PfHsp40-mediated yeast toxicity; 0.68% of 340,000 active; growth rescue, % at 12.5 µM; S. cerevisiae expressing PfHsp40, growth rescue, ATP luminescence; in the data active means growth rescue above about 28%, passing the limit was not always enough;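 further: yeast W303a lacking pdr1 and pdr3 grown in galactose medium; growth measured after three days at 30 °C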
BioA inh: inhibitors of Mycobacterium tuberculosis BioA enzyme; purified M. tuberculosis BioA enzyme, plate reader; inhibition, % at 9.99 µM; 0.096% of 360,000 active; in the data active means inhibition above about 40%
* hit, by the source's call; i = inactive; x = not tested or not shown; & = joins results of further samples.

Value order – UGM FP inh, FadD28 FP inh, FBA Mtb inh, GDH-TPI inh, TcdB GH inh, Yp Topo-I inh, Vc quorum ag, PfHsp40 yeast, BioA inh
> Cn1c(=O)c(=O)n(C)c2cc(N3CCCCC3)c(NS(=O)(=O)c3ccc(Br)cc3)cc21
    -1.6, -2.1, 4, 26, -14, 37, -12, -0.5, 1.3
> O=C(C1CCCCC1)N1CCCc2ccccc21
    x, -4.0, 1, 2, x, 0, i, -0.9, -0.5
> CC1CCCCC1NC(=O)c1ccc2c(c1)OCCO2 (centres undefined)
    2.3, -0.3, 0, -2, 1.1, -5, -0.5, 0.0, -1.6
> Cc1cc(C)n2nc(-c3sccc3-n3c(C)ccc3C)cc2n1
    -1.2, -2.0, 4, 14, x, 5, i, 0.4, -4.1
> O=C(/C=C/c1ccccc1)Nc1ccc(C(=O)N2CCCCC2)cc1
    0.8, 0.3, -3, 4, 1.1, 11, -0.2, 0.7, x
> O=C(c1ccc2nc[nH]c2c1)N1CCN(c2ncc(C(F)(F)F)cc2Cl)CC1
    -0.7, -0.2, 1, 6, 0.5, 14, i, -0.8, 5.6
> Cn1c(SCc2ccc([N+](=O)[O-])cc2)nnc1-c1cccnc1
    2.2, -0.7, -3, -1, 0.4, -2, -0.3, 0.0, x
> Cc1cc(NC(=O)CN2C(=O)CCSc3ccccc32)no1
    0.0, -1.1, 1, -3, -0.3, 2, i, -0.4, x
> O=C(Nc1ccc2c(c1)OCO2)Nc1ccc(Cl)cc1Cl
    -0.6, -0.6, 0, 5, x, 3, -0.7, -0.2, 0.4
> O=C(CSCc1ccccc1Cl)NCCSc1ccccn1
    0.2, -5.5, 3, -12, 2.0, 18, -0.2, 0.3, x
> COc1ccc(/C=N/NC(=O)CCn2nc(C)cc2C)cc1O
    0.2, -1.1, -1, 6, 2.5, 1, i, -0.3, x
> CCCCc1nc2cc(C(=O)N3CCC(O)CC3)ccc2o1
    x, -2.2, -1, -9, 0.7, -8, -0.3, -0.9, 12
> Cc1ccc2[nH]c(C(=O)N3CCOCC3)cc2c1
    1.4, 0.1, 3, 8, 0.4, -4, i, -0.2, -0.2
> COc1ccc(S(=O)(=O)Nc2ccccc2OC)cc1C
    -0.2, -3.2, -4, 4, x, 6, 1.5, -0.4, 0.3
> Oc1ccc(Cl)cc1C(C#Cc1ccccc1)N1CCOCC1 (centres undefined)
    -0.9, -5.8, 1, -4, x, 33, i, 0.6, 0.6
> CC(=O)Nc1nnc(CSCc2ccccc2F)s1
    5.1, -0.9, 2, -2, 1.2, -1, -0.3, 0.4, 0.6
> CCn1c(C)cc(/C=C2\SC(=O)N(CC(=O)Nc3ccc(C)c(C)c3)C2=O)c1C
    -1.2, 2.9, 0, 1, x, 4, i, -0.4, 1.1
> Cc1csc(NC(=O)c2cc(C)nc3ccccc23)n1
    -1.0, 0.0, -2, 8, 0.4, 2, i, -1.7, x
> CC(C)Oc1nc(-c2ccccc2O)nc2ccccc12
    -0.8, -1.7, 2, 11, x, -1, -0.4, -1.0, x
> O=C(/C=C/c1ccc(Cl)cc1Cl)N(Cc1ccc(Cl)cc1)C1CCS(=O)(=O)C1 (centres undefined)
    0.7, 0.8, -2, 10, 1.4, 6, -0.1, -1.1, 1.9
> COc1ccc(C)cc1NC(=O)C(OC(=O)c1cnc(C)cn1)c1ccccc1 (centres undefined)
    -1.0, -0.6, 5, 1, -3.7, 16, -1.6, 0.3, x
> O=C(NC(=S)Nc1ccc(N2CCOCC2)cc1)c1cccc(Cl)c1Cl
    1.7, -2.6, 0, -14, -0.1, 5, i, -2.8, -1.8
> O=C(NCC1CC1)c1cccc2c1C(=O)c1ccc(-c3ccc(OC(F)(F)F)cc3)cc1S2(=O)=O
    1.9, -1.8, 5, 9, 0.9, 3, -4.5, -1.8, -1.7
> CCC(=O)N1c2ccc(S(=O)(=O)CCC(=O)N3CCN(c4ccccc4)CC3)cc2CC1C (centres undefined)
    -0.1, -0.9, 4, 5, x, 8, i, 0.4, -1.1
> COCCNC(=O)C(c1cccs1)N(C(=O)Cn1nnc2ccccc21)c1ccccc1 (centres undefined)
    2.7, 0.0, 0, -2, x, 2, -5.0, -0.7, -1.2
> CCCC(=O)NCCc1cc(OC)c(OC)cc1Br
    -0.9, 0.2, 0, -2, 0.3, -2, 0.0, 0.6, x
> O=C(NCc1ccc2c(c1)OCO2)c1nn2cccnc2c1Cl
    5.4, -5.8, 2, -1, x, -3, -0.5, -0.1, 27
> O=C(CCC(=O)OCCOc1ccccc1)OCCOc1ccccc1
    x, -1.7, 1, x, -0.2, x, x, x, -0.3
> CCn1c(CN2CCN(c3ccc(Cl)cc3)CC2)nc2ccccc21
    1.2, -2.5, 3, -2, x, 17, x, 1.7, 0.6
> CN(CC(=O)Nc1sc2c(c1C#N)CCCCC2)Cc1nc2ccccc2c(=O)[nH]1
    1.3, 0.7, 0, -2, 0.0, 12, -0.4, 0.2, x
> CC(C)(C)OC(=O)N1CCC[C@H]1C(=O)N/N=C/c1ccc2nccnc2c1
    -0.5, -3.7, 0, 9, 0.9, -2, -0.3, -0.4, x
> CNC(=S)Nc1cccc(S(=O)(=O)NCc2ccco2)c1
    0.7, -1.2, 1, -2, -0.1, 0, 5.6, -1.7, 0.8
> C[C@@H]1CN([C@@H](C)CO)C(=O)c2cc(-c3ccncc3)cnc2O[C@H]1CN(C)C(=O)c1cccc(F)c1
    x, -0.9, -1, 9, 0.4&-0.5&0.6, 20, 0.7, x, 1.3&0.5&0.5
> COc1cc(CN(C)CC2CCCN(CCc3ccc(F)cc3)C2)c(Cl)cc1O (centres undefined)
    2.3, -2.0, 2, 10, -0.1, 3, -0.6, 0.5, 0.8
> CC12CCC(C(=O)O)(c3nc4cc([N+](=O)[O-])ccc4nc31)C2(C)C (centres undefined)
    -1.9, 0.6, 0, 16, 2.0, 6, -0.6, -0.4, -2.3
> Cc1ccc(C(=O)CCS(=O)(=O)c2ccc(Br)cc2)cc1
    -1.1, -0.3, 0, 8, 0.2, 18, -0.7, 1.4, -1.1
> CCCc1cc(C(=O)Cc2ccc(F)cc2)c(O)cc1O
    -0.4, -4.3, -2, 32*, x, 2, -1.3, 0.8, 4.6
> COc1cccc(CN(C)Cc2c(O)ccc3ccccc23)c1
    -0.4, -2.6, 4, -1, 0.9, -1, -3.1, -0.1, -1.5
> Cc1ccc(S(=O)(=O)N2CCN(C(=O)c3cc(=O)c4ccccc4o3)CC2)cc1
    -1.6, -2.8, 3, 2, 1.6, -1, i, -0.5, x
> CCOC(=O)c1oc2nc(CC(C)C)c3c(c2c1N)CCC3
    -1.7, -3.2, 178*, 5, 1.2, 12, -0.2, 0.7, 2.4
> CCCCn1c(N)c(N(CCC(C)C)C(=O)CC2CCCCC2)c(=O)[nH]c1=O
    0.3, -0.1, 2, 11, 0.9, 0, -1.4, 0.6, -0.6
> CC(=O)Nc1ccc(C(=O)Nc2nnc(CCc3ccccc3)s2)cc1
    -1.1, -0.7, 3, 2, 0.2, -7, 1.5, 0.9, -1.3
> Nc1nc2c(s1)CC(c1ccccc1)CC2 (centres undefined)
    -1.1, -3.8, 2, 0, x, -2, -2.6, 0.1, -0.8
> COc1ccc(/C=N/NC(=O)CCn2nnc3ccccc32)cc1
    0.3, -3.0, -1, -5, 0.5, -4, 0.0, -0.2, x
> Cc1ccc(NC(=O)CS(=O)CC(=O)N(c2ccccc2)C(C)C(=O)NC2CCCC2)cc1 (centres undefined)
    4.6, -1.1, -3, 7, 1.1, 3, -1.8, -0.9, -0.7
> O=c1c2c3c(sc2nc(N2CCNCC2)n1CCc1ccccc1)CCCCC3
    -0.7, -3.2, 5, -2, 2.3, -5, -0.3, 0.1, -1.8
> Cn1cnnc1SCc1ccc(C(=O)O)cc1
    -1.5, -2.1, -3, 6, x, 1, -0.7, 1.2, 0.2
> Cc1ccc(C(=O)Nc2ccc(N3CCN(C)CC3)nc2)cc1
    3.2, 1.1, -4, -1, 1.3, 4, i, -1.1, -2.6
> N#C/C(C(=O)NCc1ccccc1)=C1/N=C(NC(=O)c2cccs2)c2ccccc21
    0.8, -4.9, -4, 19, -0.3, -10, -0.3, -0.7, x
> CNS(=O)(=O)c1cccc(C(=O)NCC(C)(C)N2CCCCC2)c1
    0.8, -2.4, 1, 13, -1.1, 5, -0.6, -0.7, -0.8
> CCCc1nnc(NC(=O)CCC(=O)N2CCN(Cc3ccc(C)cc3C)CC2)s1
    -0.5, -4.3, -5, -1, -0.3, 11, -0.8, 2.8, 0.6
> O=C(NCCC1=CCCCC1)C1CCN(c2nc3ccccc3o2)CC1
    1.1, -3.7, -1, -1, x, 9, i, -0.7, -0.8
> O=C(CSC1=Nc2ccccc2C2=NC(CC(=O)NC3CCCCC3)C(=O)N12)NCc1ccco1 (centres undefined)
    -0.1, -0.5, 5, 13, x, 0, i, -0.5, x
> Cc1csc(SCC(=O)Nc2sccc2C(N)=O)n1
    5.1, -3.9, -1, 7, -0.1, 2, 2.4, -0.6, x
> Cc1cc(C(=O)CSc2nc(N)cc(=O)[nH]2)c(C)n1Cc1ccco1
    -2.9, -4.0, 1, 21, -0.4, 3, i, 1.3, 6.6
> CCC(C)n1c(O)c(C(c2ccccn2)c2c(O)n(C(C)CC)c(=S)[nH]c2=O)c(=O)[nH]c1=S (centres undefined)
    -1.0, -1.1, -4, 20, 0.7&-0.2, 4, i, 0.0, 2.0
